# Assay outcomes deposited in PubChem by several laboratories.
# XIAP displacement = XIAP antagonists, biochemical, IAP family, fluorescence polarization (AID 1018). E3 ubiquitin-protein ligase XIAP (Homo sapiens). XIAP BIR domain, fluorescence polarization peptide displacement; higher % means a stronger effect. displacement, % at 20 µM; hits with a dose series show IC50 in µM. 200,000 tested, 0.007% active; in the data active = displacement above about 50%; also: a part of the inactive calls stands beside numbers as strong as those of hits
# WT yeast gro inh = growth inhibition of WT strain, primary screen, mitochondrial fusion inhibitor project, WT and mutant strains, chemical genetic. mitochondrial fusion phenotypic screen. inhibition, % at 10 µM. 190,000 tested, 2.1% active. AID 1362, 2008; in the data active = inhibition above about 58%; tested in S. cerevisiae
# Ins promoter up = insulin promoter activators in MIN6 cells, imaging, high-content screening, mouse beta cells; AID 1625, 2009; MIN6 insulin promoter-GFP reporter; active compounds read high; z-score at 5 µM; 190,000 tested, 0.3% active;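 active = z-score above 3 at 5 µM with at least 500 cells counted in the well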
# bCat nuc transl = modulators of beta-catenin nuclear translocation, primary screen, imaging, HeLa cells, immunofluorescence, high-content; nuclear translocation activity, % at 5 µM; 190,000 tested, 0.3% active;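 active = nuclear translocation activity above 50% at 5 µM, with a well cell count of 50 or more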;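 also: per-cell ratio of nuclear to cytoplasmic median beta-catenin stain intensity; plate controls were DMSO negative control for no effect and GSK-3 inhibitor IX positive control for full effect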
#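 test system = HeLa cells, endogenous beta-catenin | dosing = single 5 µM dose plus 0.02–20 µM confirmation series | times = compound treatment 24 h, 37°C, 5% CO2 | technique = beta-catenin immunofluorescence imaging with DAPI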
# Dynein cargo inh = inhibitors of GR-EGFP nuclear translocation, primary screen, dynein cargo transport inhibitor project, imaging, high-content, 3617.4 mouse cells; test concentration mostly 20 µM; stimulated with dexamethasone, 1 µM; active compounds read low; AID 1381, 2008; 220,000 tested, 0.47% active; z-score, hits read low;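 active = plate z-score of nuclear minus cytoplasmic receptor signal below a set negative limit, without overly bright fluorescence or cell loss, cut at about -3.5 in these data, passing the limit was not always enough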;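 also: z-score of nuclear minus cytoplasmic ring GR-EGFP intensity difference per well; some compounds called inactive have numbers as strong as hits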
#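 Buffer or medium: tet-free, stripped-serum medium; reagent: dexamethasone at 1.0 µM final, 30 min; incubation: 48 h induction, 1 h compound, 30 min dex at 37 °C; measured by: formaldehyde fixation, Hoechst nuclear stain, 10x automated fluorescence imaging; read-out: nuclear-to-cytoplasmic GR-EGFP distribution per well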
# MT stabilizer = microtubule stabilizers in HeLa cells, primary screen, imaging, high-content imaging; % tubulin-high responders, % at 10 µM; 200,000 tested, 0.83% active; AID 2205, 2009; HeLa tubulin immunostaining HCS, 24 h; share of cells brighter than vehicle mean+2SD;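 active = plate Z-score above 3 for both tubulin-high and condensed-nucleus cell shares, with cell loss under 80%, at 10 µM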;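 also: anti alpha tubulin signal scored within the nucleus-defined area of each cell; some results filed as inactive read as strong as hits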
# Autophagy mod = autophagy modulators in MEF cells, primary screen, imaging, high-content, MEF GFP-LC3 | calls only at 10 µM (by protocol) | MEF GFP-LC3 puncta imaging; test concentration mostly 10 µM | 190,000 tested, 0.98% active;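 active = percentage of spot-positive cells more than 3 SD above its plate mean, without a fluorescence outlier flag or 80% toxicity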;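 also: spot-positive cell cutoff set from DMSO-treated cells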
# Hep lipid drop = inhibitors of hepatocyte lipid droplet formation, primary screen, imaging, high-throughput imaging, BODIPY stain | AML12 mouse hepatocytes, oleate lipid droplets | inhibition, % at 6.5 µM | 240,000 tested, 0.4% active;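 active = lipid droplet intensity inhibited by at least 50%, with more than 500 cells counted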
#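 Assay system: AML12 hepatocytes (mouse); Probe or stimulus: oleic acid at 100 µM to induce lipid droplet formation; Dosing: compound at 6.5 µM only; Schedule: compound with oleate, overnight; Detection: fluorescence imaging, 20x objective, two fields per well; Measure: % inhibition of lipid droplet signal.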
# ER stress rescue = rescue of cells from ER stress-induced death, primary screen, 384-well, CSM14.1, thapsigargin, ATP luminescence (AID 1222); CSM14.1 thapsigargin-induced death rescue, ATP luminescence; higher % means a stronger effect; one-dose cellular ATP content (survival), % at 20 µM; EC50 in µM for titrated hits; 190,000 tested, under 10 active;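 active = EC50 below 50 µM in the dose-response confirmation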;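 also: death triggered by thapsigargin at about 15 µM added after 2 h compound pretreatment; cell ATP read after overnight thapsigargin exposure of roughly 18 to 22 hours; normalized against plate controls of thapsigargin alone and 5% DMSO vehicle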
# WT yeast gro inh mutant strain = further read-out of WT yeast gro inh, marked with its call; inhibition, %; mitochondrial fusion phenotypic screen, mutant strain inhibition
# Dynein cargo inh cytoplasmic EGFP = further read-out of Dynein cargo inh, marked with its call; z-score; measured here: cytoplasmic GR-EGFP intensity; active compounds read high
# Dynein cargo inh nuclear GR-EGFP = recorded beside Dynein cargo inh, whose call it bears; z-score; measured here: nuclear GR-EGFP intensity;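 lower value marks the stronger effect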
# Dynein cargo inh cell count = recorded beside Dynein cargo inh, whose call it bears; z-score; measured here: cell count per field
# Ins promoter up cell count = further read-out of Ins promoter up, marked with its call; cell count; measured here: cytotoxicity, nuclei count;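 total cells summed across four imaged fields per well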
# Hep lipid drop cells 6.5 µM = also measured in Hep lipid drop; calls as there; cell count; measured here: cell count, cytotoxicity flag;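 cells counted across two imaged fields per well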
# bCat nuc transl cell count 5 µM = also measured in bCat nuc transl; calls as there; cell count; measured here: cell count, cytotoxicity flag
# MT stabilizer Hoechst-high % = further read-out of MT stabilizer, marked with its call; % Hoechst-high responders; measured here: nuclear condensation Hoechst responders;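 share of cells brighter than vehicle mean plus two SD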
# MT stabilizer cytotoxicity % = also measured in MT stabilizer; calls as there; toxicity, %; measured here: cytotoxicity by cell density;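 0% = mean cell density of plate MIN control wells and 100% = no cells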
# Autophagy mod cell loss 18 h = further read-out of Autophagy mod, marked with its call; toxicity, %; measured here: cell loss, nuclei count;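 cell loss after 18 h compound exposure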
# * marks the source's active call; other numbers are inactive results; i = inactive; · = no result given.
item	Compound	ER stress rescue	MT stabilizer Hoechst-high %	Dynein cargo inh cytoplasmic EGFP	XIAP displacement	Autophagy mod cell loss 18 h	Dynein cargo inh	Dynein cargo inh nuclear GR-EGFP	MT stabilizer	Hep lipid drop	WT yeast gro inh mutant strain	MT stabilizer cytotoxicity %	Hep lipid drop cells 6.5 µM	bCat nuc transl	WT yeast gro inh	Dynein cargo inh cell count	bCat nuc transl cell count 5 µM	Ins promoter up	Ins promoter up cell count	Autophagy mod
1	O=C1NCCCC1C(=O)N/N=C/c1ccccc1O (stereo not drawn)	1.2%	2.3	-0.23	-9.6%	0	-1.3	-0.48	4.8	-1	6	1.0	722	-1.7	5	1.6	1097	0.11	1327	i
2	CCN1CCN(c2nc(N)c([N+](=O)[O-])c(Nc3ccc(C)c(C)c3)n2)CC1	-1.2%	1.6	-0.23	-4.1%	-1	-0.21	-0.019	5.6	-1	25	6.9	640	-1.4	33	0.72	955	-0.27	1320	i
3	COc1cccc(C2NC(=O)NC(C)=C2C(=O)OCC2CCCO2)c1 (stereo not drawn)	-1.4%	1.3	-0.25	-1.9%	17	-0.29	0.0029	2.2	15	12	4.9	747	-1.8	8	0.14	1123	-2	1365	i
4	Nc1c(C(=O)NCc2ccccc2)nnn1Cc1ccccc1	-0.3%	2.0	0.075	-17%	-4	-0.76	-0.39	8.7	·	2	4.9	·	·	10	-0.3	·	0.4	980	i
5	COc1ccc(S(=O)(=O)N2CCN(Cc3ccc(Cl)cc3)CC2)cc1	·	0.3	-0.27	-1.2%	-3	-0.37	-0.27	2.4	-15	36	22	544	-0.2	19	2.1	1018	-0.79	1065	i
6	CC(C)OC(=O)CC12CN3CC(CC(=O)OC(C)C)(CN(C1)C(=O)c1ccccc1C3=O)C2=O	3.8%	1.5	-0.18	-1.9%	-4	-0.43	-0.13	1.5	·	9	9.5	·	-3.1	6	0.21	1008	-0.24	1120	i
7	CC(=O)NC(Cc1ccccc1F)C(=O)NC1CCN(c2ncccc2[N+](=O)[O-])CC1 (stereo not drawn)	0.1%	1.6	-0.31	2.5%	-4	-0.33	0.0042	2.1	0	-6	4.7	669	1.7	-14	0.86	958	-0.77	1479	i
8	O=C(Nc1ccccc1)c1ccc(NCC2CCCO2)c(S(=O)(=O)N2CCOCC2)c1 (stereo not drawn)	-0.4%	1.6	0.16	-2.2%	2	-0.13	0.19	1.6	51*	-2	2.2	780*	-1.5	-2	-0.16	1026	-0.39	958	i
9	COc1ccc(CNC(=O)c2cccnc2Sc2ccc(Cl)cc2)cc1	-2.1%	2.4	-0.19	-5.0%	25	-0.54	-0.47	3.9	8	3	7.8	660	2.2	-14	0.86	1055	-0.18	1895	i
10	Cc1ccc(-c2cc(C(=O)n3cnc4ccccc43)c3ccccc3n2)cc1C	-8.2%	1.2	-0.12	-3.3%	14	-0.59	-0.032	3.6	·	2	6.8	·	1.9	29	1	1363	-0.69	1686	i
11	COc1ccc(C(=O)NC(C)(C)C)cc1S(=O)(=O)N1CCCC1	-0.4%	2.1	-0.16	-10%	2	-1.1	-0.42	1.7	15	0	8.4	742	·	-15	0.45	·	0.76	900	i
12	O=C(Nc1nc2c(s1)CCCC2)c1cccnc1	-3.4%	2.1	-0.22	-4.3%	-2	-0.54	0.093	4.1	-13	-4	1.0	738	0.5	15	0.5	935	1.5	1211	i
13	Cn1c(=O)oc2cc(S(=O)(=O)Nc3ccc(Cl)cc3F)ccc21	-0.8%	3.6	-0.15	-3.4%	3	0.32	0.51	2.3	-1	3	9.7	738	-2.8	12	0.046	1136	-0.39	1244	i
14	CC(=O)c1ccc(NC(=O)COC(=O)c2nc(Cl)ccc2Cl)cc1	-0.5%	2.0	-0.25	-5.1%	-2	0.32	0.46	2.0	1	5	6.4	667	8.4	-11	0.36	937	0.18	1147	i
15	Cc1ccc(N2C(=O)[C@@H]3[C@H](C2=O)C2CCCN2[C@@H]3C(=O)c2ccccc2)cc1 (stereo partly drawn)	-5.0%	3.2	0.77	-7.6%	-62	-0.49	0.41	4.6	6	32	15	852	-3.0	-3	-2	1151	1.3	1169	i
16	N#Cc1ccccc1NC(=O)COC(=O)/C=C/c1cn(-c2ccccc2)nc1-c1ccc(Cl)cc1	0.0%	2.2	-0.099	-5.5%	57	0.33	0.46	3.0	21	-2	6.9	655	0.2	4	0.53	840	0.52	1633	i
17	Cc1cccc(NC(=O)Nc2cccc(C)n2)n1	2.0%	1.9	0.074	0.5%	5	0.7	1	8.4	·	27	6.7	·	-3.8	-9	-1.3	968	1.2	1330	i
18	O=C(Cc1c[nH]c2ccccc12)OCC(=O)c1ccccc1	-1.3%	1.3	-0.11	1.4%	8	-0.41	-0.9	3.1	·	8	9.2	·	-2.0	44	-0.44	1358	0.76	1581	i
19	COc1ccc(C2Nc3ccccc3C(=O)N2Cc2ccco2)cc1COc1ccc(NC(C)=O)cc1 (stereo not drawn)	0.7%	1.1	-0.068	-9.4%	31	-0.55	-0.22	1.4	-17	-12	5.1	723	-1.5	4	0.68	1034	0.03	1809	i
20	C#CCSc1nc(N)c2c(n1)OC(N)=C(C#N)C2c1cccnc1 (stereo not drawn)	0.2%	2.6	-0.21	0.6%	0	0.89	0.53	4.0	0	-11	11	673	-5.4	3	0.42	1065	0.06	1416	i
21	COc1ccc(C2C(C#N)=C(N)N(c3ccccc3)C3=C2C(=O)CCC3)cc1Cn1cc([N+](=O)[O-])cn1 (stereo not drawn)	-1.5%	1.5	-0.19	-9.0%	-21	-0.41	0.058	2.3	·	-3	7.1	·	4.4	-9	0.48	1284	-0.96	1419	i
22	CN(C(=O)COC(=O)c1cc(S(=O)(=O)N2CCCCC2)ccc1N1CCOCC1)C1CCS(=O)(=O)C1 (stereo not drawn)	·	·	-0.27	·	·	0.54	0.91	·	-7	·	·	654	-0.9	·	-0.88	1348	-0.21	998	·
23	CN1CCN(C=NC2=NN(c3cccc(C(F)(F)F)c3)CC2)CC1	-1.7%	1.8	-0.14	-7.6%	3	0.28	0.37	13	-1	4	8.2	647	6.3	32	-0.61	726	0.35	1438	i
24	CC1CC(C)CN(C(=O)COC(=O)c2ccc[nH]c2=O)C1 (stereo not drawn)	-1.1%	1.0	-0.32	-6.2%	0	0.37	0.066	1.3	16	-9	6.0	801	-1.1	-10	0.31	1228	0.17	963	i
25	Cc1ccc(C)c(-n2c(CNc3ccc(F)cc3)nnc2SCC(N)=O)c1	0.4%	3.6	-0.021	0.6%	0	0.21	0.45	2.5	·	8	6.0	·	-3.4	3	0.13	951	0.11	1230	i
26	O=Cc1cn(-c2ccc(F)cc2)c2ccccc12	1.7%	1.4	-0.27	-4.8%	26	0.41	0.3	3.8	11	-13	2.6	667	-5.1	20	1.4	468	0.48	1383	i
27	COc1ccccc1N1CCN(S(=O)(=O)c2c(C)[nH]c(=O)[nH]c2=O)CC1	-6.8%	2.8	-0.28	-2.9%	9	0.023	0.16	3.6	-16	8	8.2	697	-0.3	4	-0.51	1107	-0.36	1302	i
28	Cc1ccc(OCC(=O)NC2CCS(=O)(=O)C2)cc1 (stereo not drawn)	-0.4%	1.9	-0.06	-4.1%	5	0.38	0.44	1.6	-4	-16	6.1	756	·	-15	-0.19	·	0.4	925	i
29	CCc1ccc2[nH]c(=O)c(CN(Cc3ccc4c(c3)OCO4)Cc3nnnn3C3CCCC3)cc2c1	-2.7%	1.5	-0.16	-9.1%	3	1.3	0.96	1.4	-2	-16	8.1	728	·	31	-0.91	·	-5.4	1098	i
30	CS(=O)(=O)N(CC(=O)NCc1ccc2c(c1)OCO2)Cc1ccc(Cl)cc1	-3.6%	2.2	-0.16	-1.2%	0	0.2	-0.048	3.3	-6	5	3.2	705	-1.7	-4	-0.65	1062	0.79	1843	i
31	O=C(NCCO)c1cccc2c1-c1ccccc1C2=O	-1.4%	4.0	-0.18	-4.3%	-3	1.8	1.3	2.8	-14	1	12	746	·	-12	-1.6	·	0.12	1341	i

# Compounds as they come (roughly 4% active in at least one column).
